# Compound activity from PubChem.
# KCNH2 3.1 block = qHTS for Inhibitors of KCHN2 3.1: Mutant qHTS | Potassium voltage-gated channel subfamily H member 2, brain isoform KCNH2 3.1 (human) | U2OS KCNH2 3.1, thallium flux FluxOr; stronger effect = lower value | activity change, % (tested at about 1.8 µM) | 0.95% of 340,000 active | AID 720553, 2013;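 active means maximum activity change below -70%; inconclusive means maximum activity change from -70% to -50%; inactive means maximum activity change above -50%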;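 further: thallium influx rate constant from kinetic fluorescence after stimulation buffer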
#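 U2OS cells transduced with KCNH2 3.1 mutant virus (1.77 x 10^8 /mL, 4 h), plated overnight at 37 C, loaded 45 min with FluxOr dye plus Red40 quencher. Thallium flux rate constant from kinetic reads after stimulation buffer, normalised to controls.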
# Eya2 inh = qHTS Assay for Inhibitors of the Phosphatase Activity of Eya2. Potency, µM (titrated, usually from 76.9 µM), for inactives: top-dose activity, negative = inhibition, actives largely listed as inhibitors. AID 488837, 2010. Protein phosphatase EYA2 (Homo sapiens), O00167. recombinant Eya2, OMFP fluorescence dephosphorylation (OMFP is methylfluorescein phosphate). 0.006% of 330,000 active; further: potency means the concentration at half of the fitted maximal effect
# Target sequence (O00167 whole entry, looked up): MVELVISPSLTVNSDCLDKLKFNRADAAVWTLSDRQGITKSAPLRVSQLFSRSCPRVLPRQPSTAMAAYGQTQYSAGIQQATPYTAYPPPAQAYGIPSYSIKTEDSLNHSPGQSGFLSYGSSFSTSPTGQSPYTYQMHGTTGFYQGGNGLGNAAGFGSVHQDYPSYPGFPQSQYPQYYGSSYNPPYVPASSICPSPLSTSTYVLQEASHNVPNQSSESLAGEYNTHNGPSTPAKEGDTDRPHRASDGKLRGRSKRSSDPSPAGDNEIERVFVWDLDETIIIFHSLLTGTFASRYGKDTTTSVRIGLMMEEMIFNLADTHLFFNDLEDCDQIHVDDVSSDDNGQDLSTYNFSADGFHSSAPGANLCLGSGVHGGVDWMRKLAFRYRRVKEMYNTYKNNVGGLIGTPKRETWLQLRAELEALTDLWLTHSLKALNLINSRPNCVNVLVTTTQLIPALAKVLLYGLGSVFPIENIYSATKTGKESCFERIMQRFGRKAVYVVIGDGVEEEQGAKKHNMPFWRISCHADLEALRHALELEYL
#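 Eya2 (0.2 uM) preincubated 10 min at ambient with compound, then OMFP substrate added at 50 uM; 10 min reaction in 50 mM HEPES pH 7.5, 50 mM NaCl, 5 uM MgCl2, 0.05% BSA, 1 mM DTT. Fluorescence read at Ex 485/Em 525 nm.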
# uPA surface inh = qHTS for Inhibitors of Cell Surface uPA Generation. Potency, µM (titrated, usually from 38.3 µM), for inactives: at the top dose activity change, negative = inhibition, usual class: inhibitors. cell surface uPA generation assay, qHTS. 0.31% of 330,000 active; active means well fitted inhibition curve with a large enough effect; inconclusive means small, poorly fitted or top-dose-only effect; inactive means no such curve, though single readings can be large or run the other way; tested in mouse RAW 264.7 cells; further: potency means the concentration at half of the fitted maximal effect; nearly all actives have a fitted effect of over 55% in size
# B2AR arrestin = qHTS assay of beta-arrestin-biased ligands of beta2-adrenergic receptor. beta-arrestin recruitment to beta2AR, cell-based reporter. Beta-2 adrenergic receptor (Homo sapiens), P07550. 0.02% of 330,000 active. Potency, µM (doses to about 46.1 µM), for inactives: at the highest dose activation, hits mostly activators;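 further: potency means the concentration at half of the fitted maximal effect; 0% = DMSO controls and full agonism = EC100 isoproterenol or metaproterenol; nearly all actives have a fitted effect of over 65% in size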
# Giardia killer = Small Molecules that selectively kill Giardia lamblia: qHTS; 0.15% of 340,000 active; Giardia lamblia trophozoite viability; activity change, % at 7.66 µM, hits read low; AID 540267, 2011; in the data active means activity change below about -80%; inconclusive means between about -30% and that limit;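 further: parasites exposed to compound for two days anaerobically before the ATP read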
#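 Each well holds 100 Giardia trophozoites and compound. After two days (48 hrs) at 37 deg C in anaerobic conditions, ATP is quantified by luminescence.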
# BCR signal inh = qHTS Assay to Find Inhibitors of Chronic Active B-Cell Receptor Signaling; 0.05% of 340,000 active; ABC-DLBCL IkBa-CBG/CBR reporter, luminescence ratio, 4 h; Potency, µM (titrated, usually from 46.1 µM), for the others: top-dose ratio change, negative = lower green/red ratio, hits mostly inhibitors; AID 493014, 2011; active means well fitted inhibition curve with a large enough effect in the signal ratio, with a control signal flat, not every such curve was filed as active; inconclusive means small, poorly fitted or top-dose-only effect, or effect the other way, or a change in a side signal; the % refers to the signal ratio;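 further: potency means the concentration at half of the fitted maximal effect; plate controls were basal doxycycline-induced cells for no effect and cells given 10 µM MG132 for full effect; MG132 reads +100%, hits lower the ratio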
#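 Doxycycline induced both beetle luciferases in TMD8 lymphoma cells; IKK-driven degradation limits the IkappaBalpha-fused green signal, while red luminescence normalises for cell number and nonspecific effects. Compounds tested up to 46 uM, 4 hrs.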
# PKM2 act = qHTS Assay for Activators of Human Muscle isoform 2 Pyruvate Kinase. Pyruvate kinase PKM (Homo sapiens), P14618. purified PKM2, Kinase-Glo ATP luminescence, activation; response scale: 0% is enzyme alone, no compound. Potency, µM (titrated, usually from 57.5 µM), for the others: at the top dose activation, hits mostly activators. 0.34% of 260,000 active. AID 1631, 2009; further: potency means the concentration at half of the fitted maximal effect; nearly all actives have a fitted effect of over 55% in size
# Target sequence (P14618 whole entry, looked up, canonical isoform): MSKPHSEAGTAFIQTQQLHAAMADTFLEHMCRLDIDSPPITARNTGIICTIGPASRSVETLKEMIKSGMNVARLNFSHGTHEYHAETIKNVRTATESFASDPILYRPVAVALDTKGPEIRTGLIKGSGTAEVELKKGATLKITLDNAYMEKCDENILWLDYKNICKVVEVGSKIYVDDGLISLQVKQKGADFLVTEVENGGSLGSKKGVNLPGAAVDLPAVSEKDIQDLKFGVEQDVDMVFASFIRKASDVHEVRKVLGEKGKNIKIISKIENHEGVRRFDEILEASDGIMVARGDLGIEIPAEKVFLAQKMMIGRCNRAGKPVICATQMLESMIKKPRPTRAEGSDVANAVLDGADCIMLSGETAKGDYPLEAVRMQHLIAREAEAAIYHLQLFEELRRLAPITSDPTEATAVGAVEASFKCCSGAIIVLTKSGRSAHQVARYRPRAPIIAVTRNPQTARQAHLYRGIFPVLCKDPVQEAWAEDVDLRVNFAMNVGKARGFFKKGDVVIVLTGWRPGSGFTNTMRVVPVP
#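 hPK-M2, >95% pure; 0.1 mM ADP / 0.5 mM PEP final; imidazole pH7.2 buffer w/ 7 mM MgCl2, 50 mM KCl; 1 h RT; Kinase-Glo lum. Intermediate enzyme activity for dual inhibitor/activator qHTS.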
# FBPA coupling cs = qHTS Assay for Inhibitors of Fructose-1,6-bisphosphate Aldolase from Giardia Lamblia: Coupling assay counterscreen. coupling enzyme system counterscreen, AmpLite Red fluorescence. 0.67% of 290,000 active. activity change, negative = inhibition, % at 58.2 µM, hits read low; in the data active means activity change below about -30%
#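 Counterscreen lacking aldolase: glyceraldehyde-3-phosphate coupling-enzyme reagent preincubated 10 min at RT with compound (at 57.5 uM final), then substrate/coupling system with AmpLite Red added; fluorescence read at 525/598 nm after 20 min RT.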
# KCNH2 WT inh = qHTS for Inhibitors of KCHN2 3.1: Wildtype qHTS. Voltage-gated inwardly rectifying potassium channel KCNH2 (Homo sapiens), Q12809. U2OS, BacMam KCNH2, thallium flux FluxOr; stronger effect = lower value. activity change, % at 1.84 µM. 0.37% of 340,000 active. AID 720551, 2013;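 active means maximum activity change below -70%; inconclusive means maximum activity change between -70% and -50%; inactive means maximum activity change above -50%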
#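 U2OS cells transduced with wild-type KCNH2 virus are loaded with FluxOr dye for 45 min, and thallium flux is measured in kinetic reads before and after stimulation buffer. Rate constants are normalized to DMSO controls.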
# GALK inhibitor = qHTS Assay for Inhibitors of Human Galactokinase (GALK). Potency, µM (highest dose often 57.5 µM), inactives show top-dose activity change, negative = inhibition, actives largely listed as inhibitors. 0.007% of 270,000 active. P51570. Purified GALK, Kinase-Glo residual ATP luminescence; further: potency means the concentration at half of the fitted maximal effect
#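 Kinase-Glo Plus luminescence measured ATP left after a 1 h room-temperature reaction. The reaction used 5 nM GALK, 100 uM galactose and 35 uM ATP at pH 8.0 (20 mM HEPES, 5 mM MgCl2, 60 mM NaCl, 1 mM DTT, 0.01% BSA).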
# USP2a inh = qHTS Assay for Inhibitors of Ubiquitin-specific Protease USP2a Using CHOP2 as the Reporter; USP2 core, Ub-CHOP2 coupled fluorogenic reporter, 485/531; Potency, µM (doses to about 38.3 µM), for the others: top-dose activity change, negative = inhibition, most hits filed as inhibitors; 0.01% of 330,000 active;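 further: potency means the concentration at half of the fitted maximal effect; plate controls were DMSO wells for no effect and full inhibition by NEM control for full effect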
#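 Cell-free coupled assay: 10nM USP2 core preincubated 30min RT with compound in Tris-HCl pH 8.0/CaCl2/CHAPS buffer, then 25nM Ub-CHOP2 and 25nM reporter substrate; fluorescence (Ex 485/Em 531) read after 60min RT, normalized to NEM inhibition, concentration-response curves fitted.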
# Numbers without * were called inactive; ? = inconclusive; . = not tested or not shown; [ ] = remark or other dose. Unless noted, the call rests on the fitted dose curve; in most records, active means well fitted curve in the direction sought with a large enough effect; inconclusive means small, poorly fitted or top-dose-only effect, or another doubt; inactive means no such curve, though single readings can be large; an effect the other way counts as inactive or inconclusive. Unless noted, on the % scale 0 is the no-effect control and ±100 the full control effect.
SMILES,KCNH2 3.1 block,Eya2 inh,uPA surface inh,B2AR arrestin,Giardia killer,BCR signal inh,PKM2 act,FBPA coupling cs,KCNH2 WT inh,GALK inhibitor,USP2a inh
COc1ccc(-n2nc(C(=O)NCC(=O)N3CCN(c4ccc(F)cc4)CC3)c3ccccc3c2=O)c(OC)c1,-27,10%,-12%,3.1%,-7,13%,-10%,-3,-9,-4%,5%
Cc1sc(NC(=O)CN(C(=O)c2ccccc2F)C2CCCC2)c(C(N)=O)c1C,0,-4%,-2%,-1.0%,3,?,0%,1,-15,-2%,1%
Cn1ccnc1C(=O)c1ccccc1Cl,-1,-13%,-1%,-0.2%,6,0%,2%,-4,-3,-2%,-5%
CCN1CCN(c2nc3c(c(=O)[nH]c(=O)n3C)n2CCCc2ccccc2)CC1,-20,4%,-5%,0.1%,-2,1%,-4%,-1,-7,3%,2%
COc1cc(OC)c(C(=O)OC(C)C(=O)Nc2cc(C(F)(F)F)ccc2Cl)cc1OC (configuration not stated),3,-21%,-11%,-0.3%,16,1%,-10%,-7,-9,-2%,-2%
CCOC(=O)c1sc(=S)n(-c2ccccc2)c1N(C(C)=O)C(C)=O,-7,0%,-3%,-1.7%,4,14%,-2%,2,5,0%,1%
O=C(Nc1ccc(Cl)cc1)Nc1nnc(SCc2ccc(Cl)cc2)s1,-2,-9%,8%,-0.7%,-10,?,8%,0,12,3%,3%
Cc1ccc(OCC(=O)Nn2c(C)nc3ccccc3c2=O)c(C(C)C)c1,-2,12%,1%,0.5%,-4,?,3%,10,3,-1%,1%
O=C1C2CCCN2C(c2ccc(F)cc2)N1c1nccs1 (configuration not stated),9,26%,0%,-0.5%,-3,-6%,3%,2,1,-1%,2%
CCOC(=O)c1sc(N(Cc2ccccc2)C(=O)CSc2ncn[nH]2)nc1C,-38,-2%,-5%,-0.6%,1,?,-3%,-3,2,-3%,2%
CC(=O)c1ccc(NS(=O)(=O)Cc2ccc(Cl)cc2)cc1,12,-14%,.,0.1%,8,?,4%,6,-9,-1%,-1%
O=S(=O)(c1ccc(=S)[nH]c1)N1CCOCC1,7,2%,-1%,-0.3%,?,3%,.,.,-3,.,2%
O=C1Nc2ccccc2C1(O)Cc1ccncc1 (configuration not stated),-20,-7%,3%,0.2%,-13,2%,-4%,2,2,3%,3%
COc1cc(C2CC(=O)c3c([nH]c(C(=O)OCCOC(C)C)c3C)C2)cc(OC)c1OC (configuration not stated),5,5%,-29%,-0.8%,34[activator],1%,11%,7,7,-1%,-1%
O=C(C1CCCCC1)N1CCN=C1SCc1cccc([N+](=O)[O-])c1,-14,6%,-3%,0.0%,15,?,1%,0,-2,1%,4%
CS(=O)(=O)c1ccc2nc(NC(=O)c3ccccc3)sc2c1,-4,-7%,-10%,-0.3%,1,?,-6%,4,2,-3%,-1%
O=C(c1cc(-c2ccc(Br)cc2)n[nH]1)N1CCN(C(=O)c2ccccc2Br)CC1,-21,-3%,11%,0.2%,38[activator],?,.,2,7,-6%,4%
Cc1cc(NC(=O)c2cc(-c3ccc(C)s3)nc3ccccc23)no1,-11,-12%,-19%,-0.6%,-3,?,4%,1,-3,1%,0%
COc1ccc(C)cc1NC(=O)C(=O)NNC(=O)COc1ccc(Cl)cc1,17,2%,9%,0.0%,-17,-3%,.,3,-8,9%,-1%
Cc1cc(NC(=O)CCN2CCC(C)CC2)ccc1Br,-25,-21%,-17%,-0.2%,27,1%,2%[11.5 µM],-1,65,1%,1%

# Record cards, as listed above. Order of screens: KCNH2 3.1 block | Eya2 inh | uPA surface inh | B2AR arrestin | Giardia killer | BCR signal inh | PKM2 act | FBPA coupling cs | KCNH2 WT inh | GALK inhibitor | USP2a inh
# Shown for `Cc1cc(NC(=O)c2cc(-c3ccc(C)s3)nc3ccccc23)no1` : -11 | -12% | -19% | -0.6% | -3 | ? | 4% | 1 | -3 | 1% | 0%
# Shown for `O=C1Nc2ccccc2C1(O)Cc1ccncc1` (configuration not stated) : -20 | -7% | 3% | 0.2% | -13 | 2% | -4% | 2 | 2 | 3% | 3%
# Shown for `CC(=O)c1ccc(NS(=O)(=O)Cc2ccc(Cl)cc2)cc1` : 12 | -14% | . | 0.1% | 8 | ? | 4% | 6 | -9 | -1% | -1%
# Shown for `Cc1ccc(OCC(=O)Nn2c(C)nc3ccccc3c2=O)c(C(C)C)c1` : -2 | 12% | 1% | 0.5% | -4 | ? | 3% | 10 | 3 | -1% | 1%
# Shown for `Cn1ccnc1C(=O)c1ccccc1Cl` : -1 | -13% | -1% | -0.2% | 6 | 0% | 2% | -4 | -3 | -2% | -5%

# More records follow.
SMILES,KCNH2 3.1 block,Eya2 inh,uPA surface inh,B2AR arrestin,Giardia killer,BCR signal inh,PKM2 act,FBPA coupling cs,KCNH2 WT inh,GALK inhibitor,USP2a inh
COCCCNC(=O)C[C@H]1C[C@H](C(=O)N2CCCCC2)[C@@]2(CCc3ccccc3)c3[nH]c4cc(CCC(=O)N(C)C)ccc4c3CCN2C1=O,5,-5%,7%,-0.3%,4,1%,.,.,-6,.,0%
CCNC(=S)NN(c1ccccc1)c1ccccc1,-18,22%,-4%,2.9%,-4,3%,-12%,1,-11,0%,3%
Cc1nn(CCCC(=O)NCc2ccccc2)c(C)c1[N+](=O)[O-],-8,-3%,7%,0.2%,-4,-1%,1%,2,-14,0%,3%
C/C(=N/OC(=O)c1ccccc1Br)c1ccc(C)cc1,6,-22%,2%,0.3%,0,-16%,-1%[11.5 µM],2,-1,-1%,-2%
CSc1ccccc1NC(=O)CN(C)C(=O)Cc1c[nH]c2ccccc12,-33,8%,19%,0.1%,7,?,.,.,1,.,2%
Cn1c(=O)c2c(nc(NCCCN3CCOCC3)n2Cc2ccc(Cl)cc2)n(C)c1=O,-3,-9%,-4%,1.8%,-4,-1%,-10%,0,5,3%,-1%
Cc1cc2c(c(=O)o1)C(CCC1CCCCC1)C(C#N)=C(N)O2 (configuration not stated),1,?,-2%,-0.1%,10,3%,2%,5,1,0%,2%
CC(=O)Nc1sc2c(c1C(c1ccccn1)N1CCCC1)CCCC2 (configuration not stated),-13,-1%,2%,-0.4%,36[activator],1%,2%,-8,-4,-1%,1%
CN(Cc1ccccc1)C(=O)c1[nH]cnc1C(=O)Nc1ccon1,7,2%,-11%,0.1%,1,13%,.,.,-4,.,2%
CC(/C=N/NC(=O)c1nn(C)c(C)c1Br)=C\c1ccccc1,-28,-2%,-7%,-2.1%,-2,?,8%,3,-1,0%,1%
CN1CCN(C(=O)Nc2cccc3ccccc23)CC1,8,2%,-6%,0.1%,7,1%,-5%,-3,35,-1%,0%
Cc1ccc(NS(=O)(=O)c2cccc3cccnc23)c(Br)c1,-23,-1%,3%,-0.8%,-9,0%,.,-2,0,.,-16%
COCCn1c(SCc2csc(-c3ccccc3)n2)nc2ccccc21,-8,-24%,.,3.4%,4,?,3%,1,2,-2%,-7%
O=C(Nc1nc(-c2ccccn2)cs1)c1ccc(Cl)s1,1,32%,?,-0.3%,-26,-2%,-11%,0,-4,3%,-13%
Cc1cccnc1NC(=O)/C=C/c1ccc2c(c1)OCO2,-10,0%,-1%,3.9%,-23,?,4%,1,0,0%,-2%
Cc1nn(-c2ccccc2)c(Cl)c1C(=O)OCC(=O)NCCc1ccccc1,-38,-14%,11%,-0.6%,1,?,.,.,3,-2%,0%
Cc1ccccc1NC(=O)c1ccc(F)c(S(=O)(=O)NCC2CCCO2)c1 (configuration not stated),1,-2%,4%,-0.8%,17,0%,.,-6,-6,3%,-1%
COc1ccc(C)cc1S(=O)(=O)N1CCC(C(=O)NC2CCCC2)CC1,6,6%,1%,0.0%,-2,-2%,-1%,.,-18,0%,1%
Cc1cc(C)cc(NC(=O)c2cc(S(=O)(=O)NCc3ccco3)ccc2F)c1,1,-9%,.,0.4%,-4,?,-1%,0,-8,0%,4%
Cc1cc(C(=O)Cn2ncc(Cl)c(Cl)c2=O)c(C)n1CC(F)(F)F,8,5%,-8%,0.5%,17,?,-5%,-3,1,-1%,2%
